KCNQ2 block: KCNQ2 potassium channel inhibitors, primary screen, cell-based, CHO-K1, FluxOR thallium flux, B-score (AID 2156) | B-score at 10 µM | 20 min; active compounds read low | Potassium voltage-gated channel subfamily KQT member 2 (Rattus norvegicus), O88943 | 1.1% of 310,000 active;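 active = fluorescence ratio B-score at most minus 3 library SDs, with starting brightness B-score within 2 library SDs, cut at about -5.5 in these data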
Kir21 inh: inhibitors of mouse Kir2.1 inward-rectifier potassium channel. 0.85% of 310,000 active. B-score at 10 µM. Inward rectifier potassium channel 2 (Mus musculus), P35561. HEK293-Kir2.1, FluxOR thallium flux fluorescence; active compounds read low;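 active = fluorescence ratio B-score at or below minus 3 SD of library scores, with starting-brightness B-score within 2 SD, cut at about -4.2 in these data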;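 also: channel flux triggered by added potassium and thallium sulfate stimulus; B-score of peak minus minimum fluorescence over baseline after thallium stimulus; more negative B-score means stronger Kir2.1 block with less thallium influx; some compounds called inactive have numbers as strong as hits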
Target sequence (P35561 whole entry, looked up): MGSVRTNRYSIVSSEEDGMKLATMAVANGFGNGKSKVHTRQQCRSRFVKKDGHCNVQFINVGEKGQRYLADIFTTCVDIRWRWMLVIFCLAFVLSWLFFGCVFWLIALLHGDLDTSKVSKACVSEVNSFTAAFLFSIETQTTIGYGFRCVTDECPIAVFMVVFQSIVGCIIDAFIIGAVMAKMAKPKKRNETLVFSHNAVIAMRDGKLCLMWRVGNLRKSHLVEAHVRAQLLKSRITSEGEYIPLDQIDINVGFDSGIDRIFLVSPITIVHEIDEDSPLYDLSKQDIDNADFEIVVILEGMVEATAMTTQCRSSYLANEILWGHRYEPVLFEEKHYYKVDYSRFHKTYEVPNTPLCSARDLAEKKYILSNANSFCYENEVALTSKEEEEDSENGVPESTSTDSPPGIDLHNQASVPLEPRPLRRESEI
STK33 inh: inhibitors of purified STK33 kinase, primary screen, biochemical, ADP-Glo luminescence, homogeneous, cell-free; Serine/threonine-protein kinase 33 (Homo sapiens), Q9BYT3; MBP phosphorylation; inhibition, % at 10 µM; 0.073% of 320,000 active; AID 2661, 2010;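 active = inhibition at or above 25%, using the most active replicate where run in duplicate; inactive = inhibition below 25%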
Target sequence (Q9BYT3 whole entry, looked up): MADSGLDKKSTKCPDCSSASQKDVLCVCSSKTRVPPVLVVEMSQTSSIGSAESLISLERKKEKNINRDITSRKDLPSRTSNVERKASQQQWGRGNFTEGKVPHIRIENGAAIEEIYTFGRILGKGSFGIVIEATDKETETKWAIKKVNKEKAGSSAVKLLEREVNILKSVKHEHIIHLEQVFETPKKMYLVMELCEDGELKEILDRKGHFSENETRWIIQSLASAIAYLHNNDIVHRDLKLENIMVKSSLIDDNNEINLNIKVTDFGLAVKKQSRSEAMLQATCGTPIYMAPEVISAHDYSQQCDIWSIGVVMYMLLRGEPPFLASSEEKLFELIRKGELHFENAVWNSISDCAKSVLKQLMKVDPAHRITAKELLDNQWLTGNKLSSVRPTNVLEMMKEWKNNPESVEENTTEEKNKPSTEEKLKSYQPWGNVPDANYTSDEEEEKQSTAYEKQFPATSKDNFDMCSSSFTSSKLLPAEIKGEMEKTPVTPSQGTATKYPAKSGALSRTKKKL
* marks the source's active call; other numbers are inactive results; i = inactive; / = no result given.

molecule,STK33 inh,KCNQ2 block,Kir21 inh
Cc1ccc(C(=O)NCCCNc2ccc(C(F)(F)F)cc2[N+](=O)[O-])cc1,-1.3,i,-0.55
CCOC(=O)N1CCN(C(=O)CCS(=O)(=O)c2ccc(Br)s2)CC1,-0.4,i,-2.2
Cc1ccc2nc(/C(C#N)=C\c3ccc(N4CCOCC4)o3)[nH]c2c1,0.4,i,-4.5
O=C(NCc1ccco1)c1ccc(Cl)c(S(=O)(=O)N2CCOCC2)c1,0.1,i,-1.6
CC1CCN(C(=O)CSc2nc3c(c(=O)n2C)SC(C)C3)CC1 (stereo not given),-0.4,i,-0.77
CC(C)(C)NC(=O)C(c1ccc(O)cc1)N(C(=O)CCC(=O)Nc1ccccn1)c1ccc(F)cc1 (stereo not given),-1.7,i,0.05
CCCCOc1cc(=O)[nH]c(=O)[nH]1,5.0,i,2
O=C(O)/C=C/c1ccc(S(=O)(=O)Nc2ccccc2C(=O)Nc2ccc(F)cc2)cc1,-0.1,i,-0.34
Cc1cc(NC(=O)c2ccc(Cn3cc([N+](=O)[O-])cn3)o2)no1,-0.3,i,-0.68
COc1ccc(N2C(=O)C(F)(F)C2c2ccccc2F)cc1 (stereo not given),/,i,0.89
CCc1nonc1NC(=O)c1oc2cc(C)c(C)cc2c1C,-1.3,i,0.21
CN(C)CCCNC(=O)C(=O)NCC1CCCO1 (stereo not given),-0.3,i,0.71
Cc1cc(=O)[nH]c(SCC(=O)Nc2ccccc2C#N)c1C#N,-0.4,i,0.52
CC1(C)CC(=O)c2sc(N3CCCCC3)nc2C1,-1.1,i,0.09
COc1ccc(N(CC(=O)Nc2cc(C)on2)S(=O)(=O)c2ccc(Cl)cc2)cc1,-2.4,i,-0.28
Fc1ccc(Oc2cnns2)cc1,-0.9,i,0.16
CCOC(=O)c1ccc(NC(=O)CSc2nnc(NC(=O)c3ccc(S(=O)(=O)N4CCOCC4)cc3)s2)cc1,/,i,0.39
CCOC(=O)C1(O)CC(C)=NN1C(=O)c1cccc(Br)c1 (stereo not given),0.4,i,-0.02
Clc1ccccc1CSc1nnc(Cn2cnc3ccccc32)n1-c1ccccc1,-1.1,i,-3.8
CC(C)c1ccc2[nH]c(O)c(N=NC(=O)c3cccc(S(=O)(=O)Nc4cccc(Cl)c4)c3)c2c1,2.0,i,-0.89

In a second layout: results already given
Values in the order: STK33 inh	KCNQ2 block	Kir21 inh
CN(C)CCCNC(=O)C(=O)NCC1CCCO1 (stereo not given)
→ -0.3	i	0.71
CC1(C)CC(=O)c2sc(N3CCCCC3)nc2C1
→ -1.1	i	0.09

Looked up by compound from above, four records:
molecule,STK33 inh,KCNQ2 block,Kir21 inh
CCc1nonc1NC(=O)c1oc2cc(C)c(C)cc2c1C,-1.3,i,0.21
Fc1ccc(Oc2cnns2)cc1,-0.9,i,0.16
Clc1ccccc1CSc1nnc(Cn2cnc3ccccc32)n1-c1ccccc1,-1.1,i,-3.8
COc1ccc(N(CC(=O)Nc2cc(C)on2)S(=O)(=O)c2ccc(Cl)cc2)cc1,-2.4,i,-0.28

Other compounds.
molecule,STK33 inh,KCNQ2 block,Kir21 inh
COc1ccccc1CN1C(=O)C(=O)N(Cc2cccc(C)c2)C1=O,-1.2,i,0.03
Nc1nc(CN2CCN(Cc3ccccc3)CC2)nc(N2CCCc3ccccc32)n1,-0.5,i,0.15
CS(=O)(=O)N(Cc1ccccc1)c1ccc(C(=O)NCCSc2ccccn2)cc1,-0.9,i,0.38
Cc1ccc(NC(=O)c2nc[nH]c2C(=O)N2CCCCC2)c(C(=O)c2ccccc2)c1,/,i,1
COc1ccc(C2C(C(=O)N3CCOCC3)=C(C)NC3=C2C(=O)CC(C)(C)C3)c(OC)c1 (stereo not given),1.8,i,0.11
O=[N+]([O-])c1cccc(/C=N/Nc2cc(Cl)nc(-c3ccccc3)n2)c1,-0.2,i,0.28
O=C(Nc1cccc(NC(=O)c2cccc([N+](=O)[O-])c2)n1)c1cccc([N+](=O)[O-])c1,-1.1,i,0.62
N#CCn1c(CCl)nc2ccccc2c1=O,0.1,i,-0.86
COc1ccccc1-c1cc(C(=O)N2CCN(c3ccccc3OC)CC2)no1,-1.7,i,1.4
CCOc1cc(NC(=S)Nc2cccc(OC)c2)c(OCC)cc1NC(=O)C1CC1,-1.9,i,-0.02
CCOc1ccc(Nc2ncnc3c2cnn3C)cc1,-2.0,i,0.01
Cc1ccc(N(CC(=O)N2CCc3ccccc32)S(=O)(=O)c2cccs2)cc1,-1.2,i,0.26
Cc1nn(CC(=O)NCC(C)c2ccccc2)c(=O)c2cc3occc3n12 (stereo not given),-3.8,i,-1.5
CS(=O)(=O)Nc1ccc(C(=O)Nc2ccc(S(=O)(=O)N3CCCC3)cc2)cc1,0.2,i,-1.6
Cc1ccc2c(C)cc[n+](CCCS(=O)(=O)[O-])c2c1,-1.9,i,0.04
O=C(NNC(=O)C1CC=CCC1)c1ccccc1Cl (stereo not given),-1.4,i,-0.02
O=C1/C(=C\c2ccco2)NC(=S)N1c1ccccc1,0.1,i,0.13
C[n+]1c(-c2ccccc2)sc([S-])c1-c1ccccc1,-1.6,i,-0.18
CCCC[C@H]1C2=C3[C@@H](CC(C(=O)OC)=C[C@@H](C(=O)OC)[C@H]3C(C)(C)C2=O)n2c(=O)n(-c3ccccc3)c(=O)n21,-0.5,i,-0.85
O=C(Nc1nnc(-c2ccco2)s1)C1CC1,-0.6,i,0.35
O=C(CN1CCN(Cc2ccccc2)CC1)N/N=C/c1cccs1,-0.5,i,0.39
Cc1cc([N+](=O)[O-])nn1CCCC(=O)NC1CCCCC1,0.0,i,-0.02
COc1ccccc1NC(=O)CSC1=NC(=O)C(Cc2ccccc2)C(=O)N1 (stereo not given),-0.3,i,-1.1
NC(=S)NN=C1C2CC3CC(C2)CC1C3,1.8,i,-2
CCN(CC)C(=O)Oc1ccc2c(=O)c(-c3ccc(OC)cc3)c(C)oc2c1,1.1,i,-0.48
Cc1ccccc1-c1nsc(SCC(=O)NCc2ccc3c(c2)OCO3)n1,-1.0,i,-1.3
[O-][n+]1c2ccccc2cc2ccccc21,7.7,i,-0.28
CCOC(=O)c1cc(S(=O)(=O)N2CCN(C(=O)OCC)CC2)cn1C,-1.1,i,1.6
CCOC(=O)c1c(NC(=S)NC)sc2c1CC(C)(C)SC2,-0.9,i,-0.59
O=C(Nc1ccc(S(=O)(=O)N2CCCC2)cc1)c1cccc(OC(F)F)c1,-1.4,i,2.3
Cc1c(C(=O)N/N=C/c2ccc(N(C)C)cc2)[nH]c2ccc(Cl)cc12,-1.3,i,-0.6
CC(C)C(CO)N1CCN(Cc2ccccc2)CCC1=O (stereo not given),0.2,i,-0.01
O=C(CCCN1C(=O)c2ccccc2C1=O)Nc1nnc(C2CC2)s1,-2.2,i,1
Cc1n[nH]c(=O)c2c1nnn2Cc1ccc(F)cc1,0.2,i,1.3
COc1ccc(/C=C/C(=O)OCC(=O)NCC2CCCO2)cc1 (stereo not given),0.1,i,0.05
Cc1n[nH]c(=S)n(/N=C/c2cccs2)c1=O,-1.0,i,0.28
Cc1noc(C)c1CSc1nc2ccccc2c(=O)n1-c1ccccc1,-1.6,-7.1*,-0.09
COc1cccc(C2NC(=O)NC(C)=C2C(=O)Nc2cc(OC)ccc2OC)c1 (stereo not given),-1.1,i,1.2
O=C(CSc1ccc2nnc(-c3ccc(F)cc3)n2n1)N1CCOCC1,0.4,i,-2.3
CC1CCCN(c2nc(N(C)c3ccccc3)nc(N)c2[N+](=O)[O-])C1 (stereo not given),1.0,i,-1.5
COc1ccc(-c2c(NCCc3ccccc3)c(=O)c2=O)cc1,-1.1,i,-0.14
O=C(Nc1ccc2c(c1)Cc1ccccc1-2)c1ccccc1F,-2.1,i,0.67
O=S(=O)(Nc1ccc(Oc2ncccn2)c(Cl)c1)c1ccc(F)cc1,0.2,i,-1.6
COc1ccc(OC)c(-c2nc(C(N)=O)c3[nH]c(=O)n(-c4ccc(F)cc4)c3n2)c1,-1.4,i,1.2
CC(C)Oc1ccccc1/C=N/NC(=O)c1ccc(F)cc1,-1.1,i,-0.96
O=C(N/N=C/c1cccnc1)c1ccccc1OCc1cccc(Br)c1,-0.9,i,0.15
COc1ccc(CN(CC(=O)NCCc2ccccc2)C(=O)CCC(=O)Nc2ccccn2)cc1,-1.1,i,-2.5
CSCCC(NS(=O)(=O)c1ccc(C)cc1)C(=O)N1CCN(C(c2ccccc2)c2ccccc2)CC1 (stereo not given),-1.4,i,0.18
CCn1c(SCC(=O)Nc2ccccc2N2CCOCC2)nnc1-c1ccccc1,-2.2,i,-0.14
C=CCN1C(=O)C(CC(=O)O)SC1=Nc1c(C)n(C)n(-c2ccccc2)c1=O (stereo not given),0.1,i,-0.5

The list goes on:
molecule,STK33 inh,KCNQ2 block,Kir21 inh
Cc1c(NS(=O)(=O)c2ccc3c(c2)Cc2ccccc2-3)c(=O)n(-c2ccccc2)n1C,0.0,i,-0.42
CCOC(=O)C1CCCN(C(=O)Cn2cnc3sc(C)c(S(=O)(=O)N4CCOCC4)c3c2=O)C1 (stereo not given),-0.7,i,1.8
C/C(=N\NC(=S)NC1CCCCC1)c1ccc(Cl)c(Cl)c1,-0.1,i,0.28
CC(=O)N1CCN(S(=O)(=O)c2cccc(C(=O)Nc3ccc(C)cn3)c2)CC1,0.8,i,-0.42
C=C1CC2C3CC[C@@]4(OCOC45COCO5)[C@@]3(C)C(O)CC2[C@@]2(C)CCC(=O)C=C12 (stereo not given in full),9.8,i,0.32
NC(=O)N/N=C/c1ccc(N2CCOCC2)s1,0.0,i,-1.8
CSc1nc(C)c(CCOCc2ccccc2)c(=O)[nH]1,1.3,i,0.13
FC(F)(F)c1ccc(-c2nnc(-c3ccccn3)c(-c3ccccn3)n2)nc1,-0.3,i,-0.01
O=c1c2ccccc2cnn1Cc1ccc(Cl)c(Cl)c1,-1.3,i,0.19
O=S(=O)(NCCn1cccc1)c1ccc2ccccc2c1,-1.7,i,1.5
CC12CCC(=O)C=C1CCC1C2C(=O)CC2(C)C1CCC2(O)C(=O)CO (stereo not given),0.6,i,0
CCn1c(N)c(C(=O)Nc2ccccc2C(=O)OC)sc1=S,-0.6,i,1.3
CCOC(=O)Cc1csc(NC(=O)C(NC(=O)C2CCCCC2)C(C)C)n1 (stereo not given),0.8,i,-1.4
CCc1nnc(NC(=O)CCC(=O)N2CCC(Cc3ccccc3)CC2)s1,-1.1,i,-1.2
Cc1cc(=O)[nH]c(SCC(=O)N2CCCc3ccccc32)n1,-2.3,-6.2*,0.01
O=c1cc(-c2ccc([N+](=O)[O-])cc2)c2cc3c(cc2[nH]1)OCCO3,-0.1,i,-1.5
COc1ccc(OCC(=O)NNC(=O)c2ccccc2OCc2c(C)noc2C)cc1,0.0,i,-0.91
COCCN(Cc1cc2cc3c(cc2nc1Cl)OCO3)C(=O)Nc1ccc(F)cc1,1.2,i,0.56
CCOC(=O)c1c(OCC)[nH]c2ccc(O)cc12,0.8,i,-0.38
Cc1ccc(NC(=O)C(OC(=O)c2ccc(NC(N)=O)cc2)c2ccccc2)cc1Cl (stereo not given),-1.3,i,-0.82
Cc1cccc(C(=O)OCN2C(=O)c3ccccc3C2=O)c1[N+](=O)[O-],-0.1,i,-0.22
COc1ccc(NC(=O)CC2C(=O)N(C)C(=S)N2CCc2ccccc2)cc1 (stereo not given),-0.3,i,0.33
O=C(NCCCN1CCN(c2ccccc2F)CC1)C1CCN(S(=O)(=O)N2CCOCC2)CC1,-0.2,i,-0.01
COc1ccccc1N1CCN(c2ccc3ccccc3n2)CC1,-0.9,i,2
COc1ccc(CCNC(=O)C2CC(=O)N(C3CCCCC3)C2)cc1OC (stereo not given),0.0,i,1.1
CN1C(=O)[C@@H]2[C@@H]3C[C@@H]([C@H]4ON=C(c5ccc(Cl)cc5)[C@@H]34)[C@@H]2C1=O,-0.4,i,0.76
Nc1nc(NC2CCCCC2)nc(NCCO)c1[N+](=O)[O-],2.6,i,-2.8
CC(C)Cn1c(NCCN(C)C)nc2c1c(=O)[nH]c(=O)n2C,-1.4,i,-1.3
Oc1ccc(N=Nc2n[nH]c(-c3ccc(Br)cc3)n2)cc1,0.3,i,-0.02
COc1cc2c(cc1OC)C1=C(C#N)CCC(=NC(=O)c3ccco3)N1CC2,0.0,i,0.09
CC(C)Cc1nc2oc3c(=O)[nH]cnc3c2c2c1CCC2,/,i,1.3
CCOC(=O)c1nnn(-c2nonc2-n2cccc2)c1-c1cccc([N+](=O)[O-])c1,-1.3,i,-0.05
Cc1cc(C[n+]2ccsc2N)c2ncccc2c1,-0.4,i,-0.29
O=C(CCCN1C(=O)/C(=C/c2cccc(Br)c2)SC1=S)Nc1ccccn1,-0.9,i,1.1
CS(=O)(=O)c1ncc(CO)n1Cc1ccccc1,-0.1,i,-1.6
